Screens from PubChem.
GLP1R cytotox: cytotoxicity in counter-screen for GLP-1R inverse agonists; HEK293 cAMP-luciferase reporter cells, luminescence, 24 h; Potency, µM (titrated, usually from 38.3 µM), for the others: at the highest dose activity change, negative = inhibition, actives largely listed as inhibitors; 0.13% of 410,000 active; AID 624418;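 note: loss of luciferase light is scored as toxicity; potency is the fitted concentration of half-maximal effect; % is set by controls: 0 for no effect and ±100 for the full control effect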
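1536-well qHTS counterscreen of the MLSMR; 200 cells/uL, 12 h pre-incubation, 23 nL cpd, 24 h at 37 deg C 5% CO2, luciferase detection reagent, 12 min RT, luminescence. Inhibition = undesired.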
TDP43 rescue: rescues yeast growth from TDP-43 toxicity; 1.8% of 410,000 active; Potency, µM (titrated, usually from 46.1 µM), inactives show top-dose growth rescue (activation), most hits filed as activators; TDP-43 expressing yeast growth rescue, BacTiter-Glo, 24 h; note: potency is the fitted concentration of half-maximal effect; % of control where 0% means no effect; nearly all actives have a fitted effect of over 50% in size
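Luminescence from BacTiter-Glo reports growth of TDP-43-expressing yeast after 24 hr at 30 deg C with compound. Cells were raffinose-pregrown to mid-log, then seeded in galactose medium at OD600=0.02.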
FUS yeast rescue: FUS proteinopathy suppression in yeast. Potency, µM (doses to about 76.6 µM), without a hit: at the highest dose growth rescue (activation), hits mostly activators. AID 1347120. 0.24% of 390,000 active. S. cerevisiae FUS-expressing, growth rescue, OD600, 24 h;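 note: potency is the fitted concentration of half-maximal effect; plate controls were DMSO vehicle for no effect and reference control for full effect; nearly all actives have a fitted effect of over 55% in size; some results filed as inactive show a strong effect at the top dose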
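Read-out: OD at 600 nm after 24hr at 30C, reporting rescue of FUS-induced yeast toxicity. Cells at OD 0.005 in galactose (2%) minimal medium; compounds tested in a dilution series; CP55940 titration from 92uM final as control.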
aSyn yeast inh: alpha-synuclein toxicity inhibition in yeast | Yeast expressing alpha-synuclein, growth rescue, BacTiter-Glo, 24 h | Potency, µM (series often up to 46.1 µM), inactives show at the top dose growth rescue (activation), hits mostly activators | 0.14% of 370,000 active; note: potency is the fitted concentration of half-maximal effect; % of control where 0% means no effect; nearly all actives have a fitted effect of over 65% in size
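Screening used galactose-induced yeast with toxic alpha-synuclein levels, exposed to compound for 24 hr at 30 deg C. Cell growth, read with BacTiter-Glo luminescence, gave the measured signal.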
PTHR1 ag: PTHR1 (human) receptor agonism; Potency, µM (top dose mostly 115 µM), for inactives: at the top dose activation, usual class: activators; HEK293 GP2 PTHR1 cells, GloSensor cAMP luminescence, 1 h; 0.075% of 410,000 active; Q03431; note: potency is the fitted concentration of half-maximal effect; nearly all actives have a fitted effect of over 55% in size; some results filed as inactive show a strong effect at the top dose; inactives centre near -15; many of its hits are not listed in these tables
Target sequence (Q03431 whole entry, looked up): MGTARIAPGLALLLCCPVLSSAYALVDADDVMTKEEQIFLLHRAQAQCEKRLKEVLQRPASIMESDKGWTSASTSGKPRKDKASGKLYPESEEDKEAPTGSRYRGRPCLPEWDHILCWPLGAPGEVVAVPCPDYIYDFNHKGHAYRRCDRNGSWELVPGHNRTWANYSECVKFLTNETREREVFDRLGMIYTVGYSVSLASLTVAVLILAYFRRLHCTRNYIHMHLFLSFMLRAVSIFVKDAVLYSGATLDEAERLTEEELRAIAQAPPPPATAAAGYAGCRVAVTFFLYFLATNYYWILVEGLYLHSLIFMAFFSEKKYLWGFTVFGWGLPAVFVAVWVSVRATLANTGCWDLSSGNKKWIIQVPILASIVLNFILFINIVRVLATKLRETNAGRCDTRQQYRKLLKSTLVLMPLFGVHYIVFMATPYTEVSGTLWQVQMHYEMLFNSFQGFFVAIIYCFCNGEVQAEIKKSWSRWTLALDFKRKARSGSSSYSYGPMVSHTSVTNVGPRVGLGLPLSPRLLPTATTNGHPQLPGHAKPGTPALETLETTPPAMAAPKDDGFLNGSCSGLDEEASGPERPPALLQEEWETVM
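HEK-293-derived GP2 cells expressing PTHR1 and a GloSensor cAMP reporter, 3,000/well, plated overnight, given luciferin plus IBMX (each 0.5 mM as added) for 1 h at 37 °C, then compound for 1 h at 37 °C. Luminescence was read after 15 min at room temperature.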
Abeta rescue: A-beta toxicity reversal in yeast; Potency, µM (titrated, usually from 46.1 µM), for inactives: at the top dose growth rescue, hits mostly activators; yeast expressing A-beta42, growth rescue, OD600, 48 h; response scale: 0% DMSO, 100% iron-clioquinol control; 0.063% of 410,000 active; note: potency is the fitted concentration of half-maximal effect; nearly all actives have a fitted effect of over 55% in size
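Yeast A-beta toxicity model in growth medium with pinned compounds, 48 h at 30 C; growth read as absorbance at 600 nm. Normalized to FeCl3/clioquinol equimolar mix (positive) and DMSO (negative).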
GLP-1R inv ag: acts as inverse agonist at human GLP-1 receptor; P43220; HEK293 GLP-1R CRE-luciferase, luminescence, 24 h; GLP-1R form is constitutively active; Potency, µM (titrated, usually from 38.3 µM), inactives show at the highest dose activity change, negative = inhibition, usual class: inhibitors; 1.6% of 410,000 active; AID 624417; note: potency is the fitted concentration of half-maximal effect; % is set by controls: 0 for no effect and ±100 for the full control effect; nearly all actives have a fitted effect of over 55% in size
Target sequence (P43220 whole entry, looked up): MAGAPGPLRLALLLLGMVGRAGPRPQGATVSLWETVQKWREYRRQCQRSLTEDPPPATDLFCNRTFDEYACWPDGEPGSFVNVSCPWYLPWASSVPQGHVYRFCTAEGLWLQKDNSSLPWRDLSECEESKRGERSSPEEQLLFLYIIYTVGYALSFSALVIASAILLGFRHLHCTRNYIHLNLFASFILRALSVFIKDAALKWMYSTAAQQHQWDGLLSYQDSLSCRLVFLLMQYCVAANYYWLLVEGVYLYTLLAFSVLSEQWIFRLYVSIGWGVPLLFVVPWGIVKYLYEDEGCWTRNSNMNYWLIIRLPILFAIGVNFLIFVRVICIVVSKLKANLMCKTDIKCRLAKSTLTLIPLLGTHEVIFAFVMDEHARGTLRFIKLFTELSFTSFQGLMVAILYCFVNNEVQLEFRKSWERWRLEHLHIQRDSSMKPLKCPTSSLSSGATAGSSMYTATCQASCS
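Constitutively active GLP-1R drives a cAMP-responsive luciferase in stably transfected HEK293 cells; test compounds are added after overnight (12 h) attachment and left 24 hr, and signal loss in luminescence marks inhibition.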
MmCpn inh: blocks the Methanococcus maripaludis chaperonin Mm-Cpn; purified Mm-Cpn ATPase, ADP Transcreener TR-FRET; Potency, µM (doses to about 76.9 µM), inactives show at the top dose activity, negative = inhibition, actives largely listed as inhibitors; 0.031% of 330,000 active; AID 504842; note: potency is the fitted concentration of half-maximal effect; % is set by controls: 0 for no effect and ±100 for the full control effect; nearly all actives have a fitted effect of over 80% in size
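Measured: ADP formation by purified Mm-CPN. Conditions: 25 nM protein, 10 uM ATP, Tris pH 7.4 with Mg2+, K+ and DTT, 37°C for 30 min. Detection: Transcreener HTRF after 30 min at room temperature.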
pAkt inh: inhibitors of Akt phosphorylation; activity change, % for hits at 50 µM; AID 651550; 0.32% of 360,000 active; Neuro2A IGF-stimulated pAkt S473 HTRF, 20 min; hits give low values; in the data active = activity change below about -80%; inconclusive = mostly about -51% to -80%; note: % is set by controls: 0 for no effect and ±100 for the full control effect
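Single-point screen (50 µM final compound) in Neuro2A cells stimulated 20 min with 6 nM IGF at 37 deg C. After lysis, Ser473-phosphorylated Akt read by HTRF (ex 330 nm, em 615/665 nm) as the 665/615 ratio.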
The depositor's hits bear a star; i = inactive; ? = inconclusive; . = not tested or not shown; [ ] = dose if it differs, or a comment. Unless noted, calls come from the whole dose curve; as a rule, active = well fitted curve in the direction sought with a large enough effect; inconclusive = small, poorly fitted or top-dose-only effect, or another doubt; inactive = no such curve, though single readings can be large; an effect the other way counts as inactive or inconclusive. The list is partial. The share of hits here may be higher or lower than overall.

#1 Cc1cc(C(=O)N2CCCC(C(=O)c3ccc4ccccc4c3)C2)n(C)n1 (stereo not drawn)
#2 CCOC(=O)c1cnc(SCC(=O)c2ccc(C)cc2)nc1N
#3 COc1ccc(S(=O)(=O)N2CCC(NC(=O)c3cccc(F)c3)CC2)cc1
#4 CCN(CC(=O)Nc1c(F)cccc1F)C(=O)c1cccc(S(=O)(=O)NCc2ccccc2)c1
#5 COc1ccc(/C=N/N2CCN(Cc3ccccc3)CC2)cc1
assay / entry	1	2	3	4	5
PTHR1 ag	-3%	-18%[57.5 µM]	i	-22%	-29%
GLP-1R inv ag	-17%	-2%	-18%	-5%	?
TDP43 rescue	-1%	-5%	14%	-25%	-4%
MmCpn inh	-3%	-3%	0%	2%	1%
FUS yeast rescue	21%	12%	-25%	20%	-19%
aSyn yeast inh	1%	-3%	-4%	-8%	2%
GLP1R cytotox	-6%	18%	4%	-9%	-13%
pAkt inh	i	i	i	i	i
Abeta rescue	-13%	-7%	-1%	-5%	-10%

#6 O=C(NN1CCN(Cc2ccccc2Cl)CC1)c1ccc(Cl)cc1
#7 O=c1ccn([C@@H]2O[C@H](CO)[C@@H](O)[C@H]2O)c(=O)[nH]1
#8 Cc1ccccc1-c1nn2c(=O)cc(CN3CCN(S(=O)(=O)c4ccc(Cl)cc4)CC3)nc2s1
#9 CC(C)(C)Sc1ccc(/C=N/O)cc1[N+](=O)[O-]
#10 Cc1ccc(/C=C/c2onc(C)c2S(=O)(=O)N2CCC(C(=O)NCc3ccco3)CC2)cc1
assay / entry	6	7	8	9	10
PTHR1 ag	-8%	-9%	-24%	-35%[inhibitor]	-11%
GLP-1R inv ag	-2%	-7%	3%	24%	10%
TDP43 rescue	12%	13%	-10%	16µM*	7%
MmCpn inh	1%	2%[15.4 µM]	.	0%	.
FUS yeast rescue	-10%	-6%	0%	-15%	6%
aSyn yeast inh	-9%	-10%	.	9%	.
GLP1R cytotox	1%	7%	2%	0%	1%
pAkt inh	i	i	.	i	.
Abeta rescue	-1%	-17%	-11%	-33%	-9%

#11 COc1ccc(NS(=O)(=O)c2ccc(C)c(C(=O)O)c2)cc1
#12 CCCCOc1ccc(C(=O)NCC2(c3ccccc3)CCOCC2)cc1
#13 Cc1ccc(CNC(=O)CCC2CCCN(Cc3cccc4cccnc34)C2)o1 (stereo not drawn)
#14 Cc1n[nH]c(C)c1S(=O)(=O)N1CCCC(C(=O)O)C1 (stereo not drawn)
#15 Cc1ccc(NC(=O)CSc2nncn2N)cc1C
assay / entry	11	12	13	14	15
PTHR1 ag	-12%[57.5 µM]	-7%	i	i	i
GLP-1R inv ag	5%	?	-29%	-10%	4%
TDP43 rescue	-17%	16µM*	5%	12%	7%
MmCpn inh	0%	-1%	0%	-3%	1%
FUS yeast rescue	-11%	?	27%	3%	-19%
aSyn yeast inh	-3%	2%	-2%	0%	21%
GLP1R cytotox	13%	4%	-4%	2%	-4%
pAkt inh	i	i	i	i	i
Abeta rescue	4%	7%	-11%	7%	-5%

#16 COC(CNC(=O)c1cc(C(=O)c2c(-c3c(Cl)cccc3Cl)noc2C)c[nH]1)OC
#17 OC(c1ccc(F)cc1)c1ncc(-c2cccc3ccccc23)[nH]1 (stereo not drawn)
#18 CCCCCCn1c(CN2CCN(C(=O)OCC)CC2)nc2c1c(=O)n(C)c(=O)n2C
#19 Cc1nonc1CN(C)C(=O)CC1C(=O)NCCN1Cc1ccccc1F (stereo not drawn)
#20 O=C(OCc1cn([C@H]2C[C@H](c3ccc(Cl)cc3)N(C(=O)C3CCCCC3)C[C@@H]2O)nn1)c1ccccc1
assay / entry	16	17	18	19	20
PTHR1 ag	-10%[57.5 µM]	i	-1%[57.5 µM]	-2%	-12%
GLP-1R inv ag	-12%	?	5%	11%	?
TDP43 rescue	2%	16%	-12%	22%	25%
MmCpn inh	-2%	.	.	-2%	.
FUS yeast rescue	-10%	-9%	18%	.	?
aSyn yeast inh	6%	3%	10%	7%	-1%
GLP1R cytotox	-3%	-16%	2%	16%	4%
pAkt inh	i	i	i	i	i
Abeta rescue	0%	-11%	1%	5%	-5%

Exported bar-delimited: entries from further up
No. | structure | PTHR1 ag | GLP-1R inv ag | TDP43 rescue | MmCpn inh | FUS yeast rescue | aSyn yeast inh | GLP1R cytotox | pAkt inh | Abeta rescue
17 | OC(c1ccc(F)cc1)c1ncc(-c2cccc3ccccc23)[nH]1 (stereo not drawn) | i | ? | 16% | . | -9% | 3% | -16% | i | -11%
18 | CCCCCCn1c(CN2CCN(C(=O)OCC)CC2)nc2c1c(=O)n(C)c(=O)n2C | -1%[57.5 µM] | 5% | -12% | . | 18% | 10% | 2% | i | 1%
20 | O=C(OCc1cn([C@H]2C[C@H](c3ccc(Cl)cc3)N(C(=O)C3CCCCC3)C[C@@H]2O)nn1)c1ccccc1 | -12% | ? | 25% | . | ? | -1% | 4% | i | -5%
16 | COC(CNC(=O)c1cc(C(=O)c2c(-c3c(Cl)cccc3Cl)noc2C)c[nH]1)OC | -10%[57.5 µM] | -12% | 2% | -2% | -10% | 6% | -3% | i | 0%
19 | Cc1nonc1CN(C)C(=O)CC1C(=O)NCCN1Cc1ccccc1F (stereo not drawn) | -2% | 11% | 22% | -2% | . | 7% | 16% | i | 5%

Later entries.
#21 COc1cc(OC)c(NC(=O)c2ccc(F)cc2)cc1Cl
#22 Cn1c(=O)c2c(nc(NCCNC(=O)c3ccco3)n2Cc2ccc(F)cc2)n(C)c1=O
#23 Cc1ccc(S(=O)(=O)Nc2ncccn2)cc1
#24 Cc1cc(C)cc(-n2c(SCC(=O)Nc3ccc4c(c3)OCO4)nc3c([nH]c4ccccc43)c2=O)c1
#25 CCC1=NN(C(=O)C(=O)NCCc2ccccc2)C(O)(C(F)(F)F)C1 (stereo not drawn)
assay / entry	21	22	23	24	25
PTHR1 ag	7%	i	-11%	-5%	-7%[57.5 µM]
GLP-1R inv ag	-3%	19%	-10%	-5%	3%
TDP43 rescue	-19%	-2%	15%	30%	-4%
MmCpn inh	?	1%	2%	.	0%
FUS yeast rescue	18%	-2%	-19%	27%	-6%
aSyn yeast inh	-2%	-5%	-4%	4%	0%
GLP1R cytotox	17%	3%	-7%	-7%	3%
pAkt inh	i	i	i	.	i
Abeta rescue	-9%	-12%	-13%	-1%	9%

#26 C#Cc1ccc(NC(=O)C2(C)CCN2C(=O)Cc2ccc(-c3ccccc3)cc2)cc1 (stereo not drawn)
#27 COC(=O)c1[nH]c2cc(C)ccc2c1NC(=O)CN1CCN(C(=O)c2ccco2)CC1
#28 O=C1C2C3c4ccccc4C(c4ccccc43)C2C(=O)N1c1cccc2cccnc12 (stereo not drawn)
#29 CSc1nc2sc3c(c2c(=O)[nH]1)CCc1ccccc1-3
#30 COCCCNC(=S)N1CCN(c2nc(-c3ccc(Cl)cc3)cs2)CC1
assay / entry	26	27	28	29	30
PTHR1 ag	-83%	-6%[57.5 µM]	i	i	-19%
GLP-1R inv ag	?	6%	1%	-6%	?
TDP43 rescue	29%	-10%	23%	0%	13µM*
MmCpn inh	.	-1%	0%	-3%	.
FUS yeast rescue	47%	14%	11%	5%	21%
aSyn yeast inh	22%	0%	2%	3%	-18%
GLP1R cytotox	-2%	-20%	8%	-5%	-3%
pAkt inh	i	i	i	i	i
Abeta rescue	0%	1%	16%	10%	?

#31 COc1c2c(c(OC)c3ccccc13)[C@@]1(OC2)O[C@H](CCO)C[C@H](O)[C@H]1O
#32 CSc1cccc(NS(=O)(=O)c2ccc(-c3coc(C)n3)cc2)c1
#33 CCOC(=O)c1c(C)[nH]c(C)c1S(=O)(=O)N1CCC(C(=O)Nc2ccc(C)c(Cl)c2)CC1
#34 COc1ccc(OC)c(CN2CCN(CCc3ccccc3)C(CCO)C2)c1 (stereo not drawn)
#35 COc1ccc(OCC(=O)N/N=C2\CCc3ccccc32)cc1
assay / entry	31	32	33	34	35
PTHR1 ag	-10%	-32%	-6%	i	i
GLP-1R inv ag	9%	8.9µM*	-18%	?	9%
TDP43 rescue	21%	-10%	?	1%	13%
MmCpn inh	.	1%	.	-1%	-2%
FUS yeast rescue	-12%	-2%	7%	0%	19%
aSyn yeast inh	-7%	1%	.	-2%	-5%
GLP1R cytotox	-5%	0%	-7%	-7%	8%
pAkt inh	i	i	.	i	i
Abeta rescue	0%	0%	-10%	-5%	-12%

#36 Cc1cccc(CNc2ncc(-c3cccc([N+](=O)[O-])c3)n2C)c1
#37 Cc1ccc(-c2noc(CN(C(=O)Cc3ccccc3)C(C)C)n2)cc1
#38 O=C(CN1CCN(c2ccc(Cl)cc2)CC1)Nc1ccc(F)cc1
#39 CCCCNC(=O)c1sc(=S)n2c1[nH]c(=O)c1ccccc12
#40 CN1CCC(N(C)C(=O)/C(C#N)=C/c2ccc(OC(F)F)cc2)CC1
#41 Cc1ccc(S(=O)(=O)c2cc3cc(C(=O)O)ccc3oc2=O)cc1
#42 CCSc1nnc(NC(=O)c2cccnc2)s1
assay / entry	36	37	38	39	40	41	42
PTHR1 ag	-2%	i	3%[57.5 µM]	-18%[57.5 µM]	i	-2%	i
GLP-1R inv ag	?	?	?	?	-17%	15%	7%
TDP43 rescue	-4%	-10%	5%	?	-15%	5%	-11%
MmCpn inh	-7%	-2%	0%	-1%	0%	.	0%
FUS yeast rescue	-6%	37%	2%	38%	-24%	7%	23%
aSyn yeast inh	-2%	4%	3%	-49%[inhibitor]	-1%	.	0%
GLP1R cytotox	-15%	3%	5%	?	-11%	51%[activator]	-13%
pAkt inh	i	i	i	i	i	.	i
Abeta rescue	-12%	-9%	12%	-80%[inhibitor]	-6%	-21%	-12%
